# DUSP3 inh – blocks the human dual specificity phosphatase VHR1. 50,000 tested, 0.7% active. P51452. recombinant VHR phosphatase, colorimetric substrate read-out. inhibition, % at 20 µM. AID 1992; in the data active = inhibition above about 60%; also: some results filed as inactive read as strong as hits
# Target sequence (P51452 whole entry, looked up): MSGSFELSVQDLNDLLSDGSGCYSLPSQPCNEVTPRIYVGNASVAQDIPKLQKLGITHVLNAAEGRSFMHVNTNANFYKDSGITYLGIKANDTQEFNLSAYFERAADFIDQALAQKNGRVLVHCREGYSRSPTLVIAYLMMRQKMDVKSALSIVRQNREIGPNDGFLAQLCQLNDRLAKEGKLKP
# Numbers without * were called inactive. Only part of the results is shown (hit frequency here may not be typical).
SMILES,DUSP3 inh
O=[N+]([O-])c1ccc(CP(=O)(c2ccccc2)c2ccccc2)cc1,4.7
COc1cc(/C=C2/SC(=S)NC2=O)ccc1OC(=O)c1ccc([N+](=O)[O-])cc1,-13.4
Cc1cc(C)cc(N2C(=O)NC(=O)/C(=C\c3ccc4c(c3)OCO4)C2=O)c1,9.2
O=C(O)c1cc(-c2ccc(/C=N/Nc3ccc(Cl)c(Cl)c3)o2)ccc1Cl,89.1*
CC(=O)Nc1ccc(Cl)c(-c2nc3ccccc3s2)c1,-26.6
COc1cc(/C=C2\C(=O)N(c3cccc(C(=O)O)c3)N=C2C)cc(I)c1O,-3.4
O=C(O)c1cccc2c1NC(c1ccc([N+](=O)[O-])cc1)C1CC=CC21 (centres undefined),48.6
CN(C)c1ccc(/C=C/C(=O)c2cccc([N+](=O)[O-])c2)cc1,-12.6
COC(=O)c1ccc(/C=N/NC(=O)COc2c(Br)cc(Br)cc2Br)cc1,-26.0
Cc1ccc(Cl)cc1NC(=O)CN(c1cccc([N+](=O)[O-])c1)S(=O)(=O)c1ccccc1,-7.0
NC(=O)c1cccc(N=Cc2ccccc2[N+](=O)[O-])c1,3.3
C=CCn1c(=N)n(CC(O)c2ccc(C)cc2)c2ccccc21 (centres undefined),-6.4
Cc1csc(-c2cc3ccc(OC/C=C/c4ccccc4)cc3oc2=O)n1,-1.1
COc1ccc(C(=O)NCc2ccccc2C)cc1OC,-16.2
Cc1ccc(C2C(C#N)=C(N)Oc3c2ccc2cccnc32)cc1 (centres undefined),2.8
CC(=O)c1cccc(NS(=O)(=O)c2cc(Cl)ccc2Cl)c1,1.7
CC(=O)NS(=O)(=O)c1ccc(NS(=O)(=O)Cc2ccccc2)cc1,-3.7
Cc1nc2sc3c(c2c(=O)[nH]1)CCC3,-21.1
Clc1ccccc1CN1CCN(Cc2ccncc2)CC1,16.0
COc1ccc(S(=O)(=O)N2CCN(Cc3ccccc3OC)CC2)cc1,8.2

# Reformatted tab-delimited: part of the list above.
Compound	DUSP3 inh
COC(=O)c1ccc(/C=N/NC(=O)COc2c(Br)cc(Br)cc2Br)cc1	-26.0
Cc1ccc(Cl)cc1NC(=O)CN(c1cccc([N+](=O)[O-])c1)S(=O)(=O)c1ccccc1	-7.0

# Additional structures
SMILES,DUSP3 inh
COc1ccc(C(=O)NCc2ccc(C)cc2)cc1OC,-13.1
O=[N+]([O-])c1ccc(C2NN=C(c3ccccc3)S2)cc1 (centres undefined),-24.3
COc1ccc(/C=N\NC(=O)CNc2ccccc2C)cc1Cl,1.3
CCCc1cc(C(=O)OC)c(NC(=O)C2C3CCC(C3)C2C(=O)O)s1 (centres undefined),-15.5
O=C(Nc1cccc2nsnc12)c1ccc([N+](=O)[O-])cc1,8.6
O=C(NC(=S)Nc1ccc(NC(=O)c2ccccc2)cc1)c1ccc(Cl)cc1,-23.2
COc1ccc(C2CC(c3ccccc3)=NN2C(C)=O)cc1 (centres undefined),-5.3
Cc1ccnc(NC(=O)Cc2ccc(Br)cc2)c1,-5.6
COc1ccc(Br)cc1/C=C/C(=O)c1ccc(C)cc1,0.9
Cc1c(N2C(=O)/C(=C/c3cccs3)SC2=S)c(=O)n(-c2ccccc2)n1C,-8.2
S=c1n(CN2CCOCC2)nc(-c2ccccc2Cl)n1-c1ccccc1,-3.8
Cc1cc(C)cc(CSCC(=O)Nc2cc(Cl)ccc2Cl)c1,76.6
O=C(O)CSc1nc2ccc(N3C(=O)C4CCCCC4C3=O)cc2s1 (centres undefined),2.2
CC(C)(C)NC(=O)C(=O)N/N=C/c1c(Cl)cccc1Cl,-29.6
c1coc(Cn2c(-c3ccco3)nc3ccccc32)c1,-4.0
COc1cc(C=C2C(=O)NC(=O)NC2=O)ccc1OCc1c(C)no[n+]1[O-],2.1
CCc1ccc(/C=C2/SC(=S)N(CC(=O)O)C2=O)cc1,-7.9
N/C(=N\N=C\c1ccccc1O)c1nonc1N,1.1
CC(=O)Nc1ccc(-c2ccc(OCc3ccccc3)cc2)cc1,-25.8
Cc1cccc(C(C)C)c1NC(=O)COc1ccc(Cl)cc1Cl,1.6
CC1CCC2(CC1)C(C#N)=C(SCC(N)=O)NC(=O)C2C#N (centres undefined),-9.6
CCCCOc1ccc(C(=O)N2CCC(Cc3ccccc3)CC2)cc1,5.6
COCCOC(=O)C1=C(C)NC(=O)CC1c1ccccc1Br (centres undefined),-7.4
Cc1ccc(C2Nc3ccc(C(=O)c4ccccc4)cc3NC3=C2C(=O)CCC3)o1 (centres undefined),101.2*
CC1=NNC(=O)/C1=C\c1cn(-c2ccccc2)nc1-c1ccc(C)o1,59.5
CCOC(=O)c1c(NC(=O)c2ccc(N3C(=O)CCC3=O)cc2)sc2c1CCCC2,0.4
CC(C)(C)c1ccc(OCC(=O)Nc2cccc(NC(=O)c3ccccc3)c2)cc1,-11.9
CC1=NN(C(=O)C(C)C)C(C)(NNC(=O)C(C)C)C1 (centres undefined),-15.5
O=C(O)C(Cc1ccccc1)N=C(NS(=O)(=O)c1ccccc1)c1ccccc1 (centres undefined),-19.8
Cc1cc2nc3n(c2cc1C)CCN3,6.1
O=C(CSc1nnc(CCCN2C(=O)c3cccc4cccc(c34)C2=O)n1-c1ccccc1)NCCCO,-2.1
CCOC(=O)c1c(-c2ccc(OC)cc2)csc1NC(=O)c1ccccc1Br,9.5
Cc1ccc(S(=O)(=O)Nc2c(C)cc(C)cc2C)c(C)c1,9.9
Cc1cc2nc(-c3ccc(Cl)c(NC(=O)/C=C/c4ccco4)c3)oc2cc1C,-6.3
O=C1C2C3C=CC(C3)C2C(=O)N1c1ccc([N+](=O)[O-])cc1Br (centres undefined),-11.8
O=C(COc1ccccc1[N+](=O)[O-])Nc1ccc2oc(-c3cccc(Cl)c3)nc2c1,-12.8
Cc1ccc(N2C(=O)CC(Sc3nc4ccccc4s3)C2=O)cc1 (centres undefined),12.1
Cn1c(-c2ccccc2)c(-c2ccccc2)n(C)c1=O,-13.2
CC(C)CC(Nc1c(C(=O)Nc2ccc(Cl)cc2)cc([N+](=O)[O-])cc1[N+](=O)[O-])C(=O)O (centres undefined),79.6
CC1=NN(c2nc(-c3ccc(Br)cc3)cs2)C(=O)/C1=C\c1ccc2c(c1)OCO2,-8.5
COc1ccc(NC(=O)CCc2ccccc2)c(OC)c1,-18.3
COc1ccc(/C(O)=C2\C(=O)C(=O)N(CCc3ccccc3)C2c2ccc(OC)cc2)cc1 (centres undefined),-9.6
COc1ccc(-c2noc(-c3ccco3)n2)cc1,-6.4
CC(=O)SCCC(=O)N1CCn2c3c(c4cc(C)ccc42)CCCC31 (centres undefined),-2.6
CO/N=C(/C(=O)O)c1cn2ccccc2n1,-4.2
CCCCOc1ccc(-c2c(C#N)c(N)nc(SCc3ccc(Cl)cc3)c2C#N)cc1,0.8
CCOC(=O)c1c(N)sc(C)c1CC,8.3
COc1ccc(S(=O)(=O)N2CCC(CN3C(=O)c4cccc5cccc(c45)C3=O)CC2)cc1,-6.2
O=C(NCC(c1ccccc1)c1ccccc1)Nc1ccc(Cl)cc1,1.6
COc1ccc(N2C(=O)/C(=C\c3ccsc3)SC2=S)cc1,25.6

# (cont.)
SMILES,DUSP3 inh
CSc1nnc(-c2ccc(C)cc2)o1,-17.8
O=C(CCNS(=O)(=O)c1ccccc1[N+](=O)[O-])N(Cc1ccccc1)Cc1ccccc1,-16.3
O=C1C(C=NCCN2CCN(C(=S)Nc3ccccc3)CC2)=C(O)c2ccccc21,2.2
COc1ccc(COC(=O)C2=C(C)NC3=C(C(=O)CC(C)(C)C3)C2c2coc3ccc(C)cc3c2=O)cc1 (centres undefined),6.2
COc1ccc(C2C3=C(CCCC3=O)OC3=C2C(=O)CCC3)cc1,-13.4
O=C(Nc1ccc2oc(-c3ccccc3)nc2c1)c1ccc(Br)o1,-3.4
CN1CCN(C(=O)Nc2ccccc2)CC1,-7.7
COCCOC(=O)c1c(C)oc2ccc(NS(=O)(=O)c3cc(C)ccc3C)cc12,-14.8
C1=C(c2ccc(C3CCCCC3)cc2)N2CCN=C2S1,28.9
COc1ccc(-c2c(C)nn(-c3ccccc3)c2N)cc1OC,-4.3
Cc1ccc(NC(=O)c2cc([N+](=O)[O-])ccc2Cl)cc1Cl,-13.9
CC/C(=N\NC(=O)c1ccc(C)o1)c1ccccc1O,-26.1
O=S(=O)(Oc1ccccc1)c1cc(Cl)ccc1Cl,-19.5
CC1CCCCN1c1ccc(C(=O)c2ccccc2)cc1F (centres undefined),3.0
COc1cc(Sc2ccccc2[N+](=O)[O-])ccc1N,0.3
CC1=C(C(=O)OCCc2ccccc2)C(c2ccccc2Cl)NC(=O)N1 (centres undefined),-28.0
COC(=O)c1ccc(COc2ccc(-c3ccccc3)cc2)o1,-11.7
COc1ccc(OCCCCOc2ccc(C)cc2C)cc1,-7.0
Cc1ccc(NC2CC(C)N(C(=O)c3cccc(F)c3)c3ccc(C)cc32)cc1 (centres undefined),-3.7
COC(=O)CN1C(=O)/C(=C/c2ccc(OCc3ccc(Cl)cc3)c(OC)c2)SC1=S,-6.6
N#C/C(=C\c1cccs1)c1nc(-c2ccc(Cl)cc2Cl)cs1,-30.3
Cc1ccc(/C=C2\C(=O)NC(=O)N(Cc3ccccc3)C2=O)cc1,-2.1
COc1ccc(/C=C2/SC(=S)NC2=O)cc1I,-6.2
COc1cc(CN2CCN(Cc3ccccc3Br)CC2)cc(OC)c1O,-9.5
C=CCN1C(=O)NC(=O)/C(=C/C=C/c2ccco2)C1=O,-4.5
Cc1c(Cc2ccccc2)sc(NC(=O)CCc2ccccc2)c1C(N)=O,2.5
CCOC(=O)c1ccccc1NC(=O)c1sc(NC(=O)Cc2ccc(OC)cc2)c(C(=O)OCC)c1C,-11.8
O=C(c1ccc(N2CCNCC2)cc1)c1cccc(F)c1,-8.9
CC(C)NC(=O)CSc1nc2ccccc2[nH]1,-11.2
O=C(COc1ccc(Cl)cc1)NNC(=O)c1ccccc1[N+](=O)[O-],3.1
CCc1ccccc1NC(=O)CN(c1ccc(F)cc1)S(=O)(=O)c1ccccc1,-8.7
CCc1cccc(CC)c1NC(=O)c1cc(Cl)ccc1[N+](=O)[O-],-0.1
CC1(C(=O)O)CCC(C(=O)NC2CCCCC2)C1(C)C (centres undefined),-2.8
COc1cc(C(=O)Nc2nnc(CC(=O)NCc3ccccc3)s2)cc(OC)c1OC,11.3
COc1nc(NC(C)(C)C)nc(OC)n1,-0.2
CCN(CC)C(=O)C1=CC2([N+](=O)[O-])CN(CC(=O)O)CC([N+](=O)[O-])(C1)C2 (centres undefined),-1.2
O=C(NOC(=O)c1cccc(I)c1)c1ccc(Cl)cc1,-6.0
O=C(O)c1ccc(-c2ccc(/C=C3\SC(=S)N(Cc4ccccc4)C3=O)o2)cc1,-10.9
COc1cc(C(=O)N/N=C/c2ccc(C)o2)cc(OC)c1OC,-37.4
CC(=O)CC(=O)NC12CC3CC(CC(C3)C1)C2,21.7
O=[N+]([O-])c1ccc2nc(-c3ccco3)[nH]c2c1,3.9
CCOP(=O)(OCC)C(Nc1cccc(C(F)(F)F)c1)c1cc(Cl)cc(Cl)c1OC (centres undefined),5.5
COc1ccc(C2C(C(C)=O)=C(Nc3ccc(Br)cc3)CC(C)(O)C2C(C)=O)cc1 (centres undefined),-13.4
CN(C)Cn1c(O)c(N=NC(=O)c2cccnc2)c2cc(Br)ccc21,-5.5
CCCN1CCC(=NNC(=O)Cc2ccc(OC)cc2)CC1,-15.8
COc1ccc(CNC(=O)c2ccccc2N(Cc2ccccc2)S(=O)(=O)c2ccc(C)cc2)cc1,-12.4
CCOC(=O)c1c(-c2ccc(Br)cc2)csc1NC(=O)c1ccc(OCC)c(OCC)c1,20.0
COC(=O)CC12CC3CC(C1)CC(CC(=O)OC)(C3)C2,-33.4
Cc1ccc(-n2c(O)c(C=NC3CCCCC3)c3ccccc3c2=O)cc1,-30.1
COc1ccc(OC)c(S(=O)(=O)N2CCN(c3ccccc3)CC2)c1,-9.5

# Next part:
SMILES,DUSP3 inh
O=C(COc1ccccc1[N+](=O)[O-])Nc1ccc2oc(-c3cccc(F)c3)nc2c1,4.4
O=C(O)c1ccccc1-c1ccc(/C=N/n2cnnc2)o1,-4.2
CCc1cccc(C)c1NC1C=CS(=O)(=O)C1 (centres undefined),-13.0
Cc1cc2c(cc1C)N(C(=O)CSc1nccn1C)C(C)(C)c1ssc(=S)c1-2,47.6
COc1ccc(N(CC(=O)N(C)Cc2ccccc2)S(C)(=O)=O)c(OC)c1,-22.9
N#Cc1c(Nc2ccc(F)cc2)ccnc1N,-25.7
CN(C)CCNC(=S)NC(=O)C12CC3CC(CC(C3)C1)C2,36.0
COc1ccc(N=C2NC(=O)/C(=C/c3ccc(Cl)cc3)S2)cc1,-4.6
CCCCOC(=O)c1ccc(NC(=O)Nc2ccc(OC)c(OC)c2)cc1,5.8

# Entries listed so far that have a furan ring, fused or not, in the order listed:
SMILES,DUSP3 inh
O=C(O)c1cc(-c2ccc(/C=N/Nc3ccc(Cl)c(Cl)c3)o2)ccc1Cl,89.1*
c1coc(Cn2c(-c3ccco3)nc3ccccc32)c1,-4.0
Cc1ccc(C2Nc3ccc(C(=O)c4ccccc4)cc3NC3=C2C(=O)CCC3)o1 (centres undefined),101.2*
CC1=NNC(=O)/C1=C\c1cn(-c2ccccc2)nc1-c1ccc(C)o1,59.5
Cc1cc2nc(-c3ccc(Cl)c(NC(=O)/C=C/c4ccco4)c3)oc2cc1C,-6.3
COc1ccc(-c2noc(-c3ccco3)n2)cc1,-6.4
O=C(Nc1ccc2oc(-c3ccccc3)nc2c1)c1ccc(Br)o1,-3.4
COCCOC(=O)c1c(C)oc2ccc(NS(=O)(=O)c3cc(C)ccc3C)cc12,-14.8
CC/C(=N\NC(=O)c1ccc(C)o1)c1ccccc1O,-26.1
COC(=O)c1ccc(COc2ccc(-c3ccccc3)cc2)o1,-11.7
C=CCN1C(=O)NC(=O)/C(=C/C=C/c2ccco2)C1=O,-4.5
O=C(O)c1ccc(-c2ccc(/C=C3\SC(=S)N(Cc4ccccc4)C3=O)o2)cc1,-10.9
COc1cc(C(=O)N/N=C/c2ccc(C)o2)cc(OC)c1OC,-37.4
O=[N+]([O-])c1ccc2nc(-c3ccco3)[nH]c2c1,3.9
O=C(O)c1ccccc1-c1ccc(/C=N/n2cnnc2)o1,-4.2

# Screening data: PubChem BioAssay, Sanford-Burnham Center for Chemical Genomics
